Bioassay records from PubChem BioAssay.
MEP2 TOR yeast = modulators of MEP2-GFP levels in yeast, primary screen, S. cerevisiae, multiplex flow cytometry, MLPCN library; S. cerevisiae MEP2-GFP strain, 3 h; 100% = DMSO control level; 0.51% of 330,000 active; AID 2016, 2009; GFP response vs DMSO, % at 10 µM;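 active means GFP response versus DMSO above a set limit, roughly screen mean plus 3 SD, cut at about 180% in these data; inconclusive means fewer than 70 cells counted for a yeast strain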;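 further: median GFP fluorescence of the barcode-gated MEP2-GFP cells per well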
CIT2 TOR yeast = modulators of CIT2-GFP expression in yeast, primary screen, S. cerevisiae, GFP fusion, multiplex flow cytometry, MLPCN library; S. cerevisiae CIT2-GFP strain, 3 h; 100 means same as DMSO wells; GFP response vs DMSO, % at 10 µM; 0.065% of 320,000 active; AID 2029, 2009;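 active means GFP response relative to DMSO above a set limit, near the screen mean plus 3 SD, cut at about 150% in these data; inconclusive means Fewer than 70 cells measured for a yeast strain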;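 further: ratio of well median GFP fluorescence to mean of DMSO wells on the plate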
RPL19A-GFP yeast = RPL19A-GFP expression modulators in yeast, primary screen, cell-based, S. cerevisiae, multiplex flow cytometry, MLPCN; percent response vs DMSO, % at 10 µM; 0.3% of 330,000 active; AID 2025, 2009; S. cerevisiae RPL19A-GFP strain, 3 h; stronger effect = lower value;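 active means percent response vs DMSO below 50%; inconclusive means fewer than 70 events counted for the yeast strain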;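 further: median channel GFP fluorescence of the barcoded RPL19A-GFP strain; ratio of sample median GFP to plate DMSO average so 100% = DMSO; lower means less RPL19A-GFP as with rapamycin TOR inhibition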
CR mimetic SO = reduction of superoxide in aged yeast, primary screen, HTS; S. cerevisiae aged cells, superoxide DHE fluorescence; stronger effect = lower value; superoxide response (% of plate mean), % at 10 µM; 0.18% of 330,000 active; AID 2690, 2010;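 active means superoxide response under a set limit, about three screen SD below normal, cut at about 65% in these data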;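 further: yeast aged for seven days with compound at 30 °C before DHE staining; 100% = average MFI of all compound-treated wells on the plate with controls excluded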
Efflux pump inh = inhibitors of Candida efflux pumps in yeast, primary screen, S. cerevisiae, Nile Red, multiplex. inhibition, % at 10 µM. 0.44% of 330,000 active. S. cerevisiae Candida pump triplex;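 active means plate passing quality check with inhibition over a set limit, or well fluorescence over plate mean plus 4 SD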;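 further: Nile Red retained in pooled yeast measured as flow cytometry median fluorescence; 0% = buffer negative control and 100% = Enniatin B positive control; higher means more Nile Red kept so more efflux inhibition; some compounds called inactive have numbers as strong as hits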
LAP4-GFP MLPCN = modulators of LAP4-GFP expression in yeast, primary screen, S. cerevisiae, multiplex flow cytometry, MLPCN library | 0.34% of 320,000 active | 3 h; median GFP as percent of DMSO wells | GFP response vs DMSO, % at 10 µM;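 active means GFP response vs DMSO above a set limit, about the screen mean plus 3 SD, cut at about 150% in these data; inconclusive means under 70 cell events counted for the yeast strain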
AGP1 TOR yeast = modulators of AGP1-GFP expression in yeast TOR pathway, primary screen, cell-based, multiplex flow cytometry, S. cerevisiae, MLPCN library. 3 h; GFP as percent of DMSO wells. GFP response vs DMSO, % at 10 µM. 0.02% of 320,000 active. AID 2066, 2009;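 active means GFP response relative to DMSO above a set limit, near screen average plus 3 SD, cut at about 150% in these data; inconclusive means fewer than 70 cells counted for the yeast strain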;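 further: median GFP channel fluorescence of the gated AGP1 strain per well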
AHR activator = AHR activators, primary screen, cell-based, luminescence, luciferase reporter, human | 2.5% of 320,000 active | AID 2796, 2010 | activation, % at 5 µM | Aryl hydrocarbon receptor (Homo sapiens), P35869 | AHR-responsive luciferase reporter cells; in the data active means activation above about 47%;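 further: 0% = vehicle wells and 100% = reference agonist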
Target sequence (P35869 whole entry, looked up): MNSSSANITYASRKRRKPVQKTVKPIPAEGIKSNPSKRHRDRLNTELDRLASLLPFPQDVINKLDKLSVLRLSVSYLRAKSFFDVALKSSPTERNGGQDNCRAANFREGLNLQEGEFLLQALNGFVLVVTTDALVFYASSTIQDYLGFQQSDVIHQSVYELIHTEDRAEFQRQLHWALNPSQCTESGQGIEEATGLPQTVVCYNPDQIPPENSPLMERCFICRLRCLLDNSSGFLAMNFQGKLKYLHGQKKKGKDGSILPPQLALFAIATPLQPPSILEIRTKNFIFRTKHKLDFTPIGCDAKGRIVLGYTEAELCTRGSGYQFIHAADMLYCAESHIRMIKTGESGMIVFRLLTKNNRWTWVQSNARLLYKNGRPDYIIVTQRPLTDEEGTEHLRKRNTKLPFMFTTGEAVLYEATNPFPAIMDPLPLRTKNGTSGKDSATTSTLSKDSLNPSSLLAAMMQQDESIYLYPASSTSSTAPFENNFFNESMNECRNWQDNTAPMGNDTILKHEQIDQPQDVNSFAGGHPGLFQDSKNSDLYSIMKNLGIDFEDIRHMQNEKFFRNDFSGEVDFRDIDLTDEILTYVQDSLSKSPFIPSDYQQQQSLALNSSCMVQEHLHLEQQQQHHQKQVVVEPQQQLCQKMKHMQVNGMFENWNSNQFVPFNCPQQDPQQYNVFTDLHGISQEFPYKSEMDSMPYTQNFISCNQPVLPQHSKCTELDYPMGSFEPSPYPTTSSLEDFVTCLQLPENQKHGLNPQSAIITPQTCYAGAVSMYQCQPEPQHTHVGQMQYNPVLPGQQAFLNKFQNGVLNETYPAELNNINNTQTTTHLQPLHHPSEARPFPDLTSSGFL
An asterisk follows results filed as active; ? = inconclusive; . = no result given; [ ] = dose if it differs, or a comment.

Molecule,AGP1 TOR yeast,CR mimetic SO,Efflux pump inh,RPL19A-GFP yeast,LAP4-GFP MLPCN,AHR activator,CIT2 TOR yeast,MEP2 TOR yeast
CC(C)(C)S(=O)c1cccs1 (configuration not stated),93,108,0.2,94,97,-2,89,95
COc1ccc(-c2[nH]ncc2CN2C[C@@H]3CCC[C@H]2C3)c(F)c1,103,101,-0.1,99,101,0,107,105
O=C(Cc1ccc(S(=O)(=O)N2CCOCC2)s1)NCCOc1ccccc1F,105,94,0.1,104,99,-1,106,102
CCOC(=O)c1sc(NC(=O)C(C)Sc2nnc(N)s2)nc1C (configuration not stated),102,113,0.1,100,96,5,99,100
CN(C)c1ccc(-c2nn3c(C4CCCCC4)nnc3s2)cc1,82,116,0.4,93,106,6,.,83
CCCCN(C)C(=O)c1cccc(OC2CCN(CC(C)(C)C)CC2)c1,106,102,0.1,105,104,0,104,110
COc1ccccc1/C=C/C(=O)NNC(=O)c1cccs1,90,111,0.0,95,88,21,100,90
COc1ccccc1N1CCN(/N=C\c2ccccc2)CC1,99,107,0.3,99,103,-4,101,104
Cc1cccc2cc(C#N)c(SCC(=O)Nc3ccccc3N3CCOCC3)nc12,100,100,0.3,102,105,33,97,102
CC(=O)N1CCN(c2ccc(NC(=O)c3ccc(OCc4ccccc4)cc3)cc2)CC1,98,95,0.0,101,91,0,105,110
O=C(Nc1nc2ccc(SC(F)F)cc2s1)c1ccc(NS(=O)(=O)c2ccc(F)c(F)c2)cc1,86,120,-0.1,101,83,22,89,96
O=C(C1CCC(=O)N1Cc1cccs1)N1CCOCC1 (configuration not stated),109,101,-0.1,105,110,1,104,101
O=C(c1ccco1)N1CCN(Cc2nc(-c3cccs3)no2)CC1,84,94,0.1,102,81,12,96,?
Cc1ccc(CC(=O)Nc2ccc(Cl)cn2)cc1,101,98,0.3,104,96,1,91,108
O=[N+]([O-])c1ccc(N2CCN(C(=S)Nc3ccccc3)CC2)cc1,107,99,0.1,103,111,-9,106,102
CN(C(=O)Cn1c(Cl)nc2c1c(=O)n(C)c(=O)n2C)C1CCS(=O)(=O)C1 (configuration not stated),110,88,0.0,99,110,0,93,102
CCOc1ccccc1C1CC(c2cccs2)=NN1S(C)(=O)=O (configuration not stated),.,113,0.0,?,?,12,?,75[may fluoresce red and violet]
Cc1ccc(C(=O)OCC(=O)Nc2ccc3[nH]c(=O)[nH]c3c2)cc1[N+](=O)[O-],105,100,0.0,97,111,-2,97,97
COc1ccc(S(=O)(=O)N2CCOC2CNC(=O)C(=O)NCCc2ccc(S(N)(=O)=O)cc2)cc1 (configuration not stated),106,99,-0.1,100,111,1,118,94
Cc1ccc(CC2C(=O)N(c3cc(Cl)ccn3)C(=O)C2C)cc1 (configuration not stated),98,88,-0.1,98,96,-1,91,96
NC(=O)CN1C(=O)C(=O)N(Cc2ccccc2Cl)C1=O,100,100,-0.1,98,97,-2,100,105
O=c1[nH]c2ccc(Cl)cc2c(O)c1-c1ccccc1,90,110,0.0,89,91,2,93,91
O=C(COC(=O)c1ccc(CNS(=O)(=O)c2ccc(F)c(Cl)c2)cc1)NCC1CCCCC1,115,107,-11,106,102,1,109,100
COc1cccc(COC(=O)C2CCN(S(=O)(=O)c3ccc(C)cc3C)CC2)c1OC,92,85,-0.1,88,94,-1,87,93
Cc1cc(C(=O)CCl)c(C)n1-c1cccc([N+](=O)[O-])c1,93,103,-0.1,92,89,-1,76,115

3 compounds from above, ordered by SMILES length, ascending.
Molecule,AGP1 TOR yeast,CR mimetic SO,Efflux pump inh,RPL19A-GFP yeast,LAP4-GFP MLPCN,AHR activator,CIT2 TOR yeast,MEP2 TOR yeast
Cc1ccc(CC(=O)Nc2ccc(Cl)cn2)cc1,101,98,0.3,104,96,1,91,108
Cc1cccc2cc(C#N)c(SCC(=O)Nc3ccccc3N3CCOCC3)nc12,100,100,0.3,102,105,33,97,102
COc1cccc(COC(=O)C2CCN(S(=O)(=O)c3ccc(C)cc3C)CC2)c1OC,92,85,-0.1,88,94,-1,87,93

Just RPL19A-GFP yeast, AGP1 TOR yeast and CIT2 TOR yeast, for 6 of the compounds above:
smiles	RPL19A-GFP yeast	AGP1 TOR yeast	CIT2 TOR yeast
Cc1cccc2cc(C#N)c(SCC(=O)Nc3ccccc3N3CCOCC3)nc12	102	100	97
CC(=O)N1CCN(c2ccc(NC(=O)c3ccc(OCc4ccccc4)cc3)cc2)CC1	101	98	105
O=C(Nc1nc2ccc(SC(F)F)cc2s1)c1ccc(NS(=O)(=O)c2ccc(F)c(F)c2)cc1	101	86	89
O=C(C1CCC(=O)N1Cc1cccs1)N1CCOCC1 (configuration not stated)	105	109	104
O=C(c1ccco1)N1CCN(Cc2nc(-c3cccs3)no2)CC1	102	84	96
Cc1ccc(CC(=O)Nc2ccc(Cl)cn2)cc1	104	101	91

New compounds follow:
Molecule,AGP1 TOR yeast,CR mimetic SO,Efflux pump inh,RPL19A-GFP yeast,LAP4-GFP MLPCN,AHR activator,CIT2 TOR yeast,MEP2 TOR yeast
CC1(c2ccccn2)Nc2ccccc2-c2nc3ccccc3n21 (configuration not stated),109,118,-0.2,104,98,28,98,99
Cc1ccc(N2C(=O)CSC2c2cccnc2)c(Cl)c1 (configuration not stated),105,101,0.1,97,97,-2,108,91
Cc1cccc(N2C(N)=NC(N)=NC23CCCCC3)c1,96,92,0.0,94,89,4,94,98
COC(=O)C1=NN(c2ccc(C)cc2)C2C(=O)N(c3ccccc3OC)C(=O)C12 (configuration not stated),98,100,0.1,94,101,2,87,88
COc1ccc(/C=C2\SC(=O)N(CCC(=O)NCCCn3ccnc3)C2=O)cc1,97,109,0.0,104,97,1,106,107
Cc1cc(C)c(C(=O)O)c(Cl)n1,108,105,0.2,114,109,0,101,101
Nc1c(-c2cccs2)cnn1-c1nc(-c2ccc(F)cc2)cs1,85,99,0.0,83,87,31,89,97
COc1cc(OC)c(OC)cc1C=NCC1(c2ccccc2)CCCC1,102,85,-0.1,104,85,2,105,106
CN(CCOc1ccccc1)CC(=O)Nc1ccc(Br)cc1F,83,102,0.0,86,88,3,93,96
CCCCNC(=O)C1C2C=CC(C2)C1C(=O)O (configuration not stated),92,128,0.5,100,83,8,99,104
CCOC(=O)CCNC(=O)Nc1ccc2nc(C)n(Cc3cccc(Cl)c3)c(=O)c2c1,98,102,-0.1,97,92,3,100,98
Cc1ccc(NC(=O)c2csc3c2CCCC3)cc1,98,100,0.1,101,119,18,88,98
CCOc1ccc(-n2c(SCC(=O)N3CCc4ccccc43)nnc2-c2c[nH]c3ccccc23)cc1,91,110,0.1,93,88,2,82,92
Cc1cc(C)c2nc(N3C(=O)C(O)=C(C(=O)c4ccco4)C3c3ccco3)sc2c1 (configuration not stated),?,119,-0.1,52[may fluoresce violet],89[may fluoresce violet],6,?,315*[may fluoresce violet]
CCn1c2ccccc2c2cc(NC(=O)c3ccco3)ccc21,95,107,-0.1,100,124,20,96,102
CCOC(=O)N1CCN(C(=O)CCc2c(C)nc3nc(C)nn3c2C)CC1,104,78,0.0,99,105,-4,102,103
Cc1cc(-c2n[nH]c(=S)n2/N=C/c2ccco2)n[nH]1,110,104,-0.1,105,117,15,111,116
O=c1c(N=Nc2ccc(O)cc2)c(-c2ccccc2)[nH]n1-c1ccc([N+](=O)[O-])cc1,104,97,-0.1,98,103,0,103,102
CCOP(=O)(OCC)c1nc(-c2ccc(Cl)cc2Cl)oc1N1CCCCC1,95,96,0.3,95,98,-2,84,93
Cc1ccccc1C(=O)Nn1cnnc1,93,107,-0.1,98,80,0,102,102
Cn1cc(C=O)c2cc(F)ccc21,100,103,0.1,94,99,2,99,95
COc1ccc(N2CCN(CC(O)COc3ccc([N+](=O)[O-])cc3)CC2)cc1 (configuration not stated),97,93,0.0,99,93,-3,95,98
Cc1nc(-c2ccc(S(=O)(=O)N3CCCCCC3)cc2)cs1,.,96,0.1,90,105,3,94,108
Cc1nc(-c2ccc(S(=O)(=O)Nc3cc(F)ccc3F)cc2)co1,97,106,-0.1,98,92,1,97,92
CCCC(=O)Nc1nnc(S(=O)(=O)N(CC(C)C)c2ccccc2)s1,99,109,0.0,102,96,3,104,100

(next part)
Molecule,AGP1 TOR yeast,CR mimetic SO,Efflux pump inh,RPL19A-GFP yeast,LAP4-GFP MLPCN,AHR activator,CIT2 TOR yeast,MEP2 TOR yeast
C(=N\n1cnnc1)/c1ccc(-c2ccccc2)cc1,91,95,-0.1,91,114,-4,96,101
COc1ccc(NC2CC(=O)N(CCc3ccccc3)C2=O)cc1 (configuration not stated),90,79,0.1,93,92,1,91,93
Cc1ccc(C(=O)OCC(=O)Nc2ccccc2Sc2ccccc2)cc1C,102,101,0.3,102,121,-2,104,176*
CCN(CCC(=O)Nc1cc(OC)cc(OC)c1)Cc1ccccc1,92,102,0.0,98,94,29,.,97
CSCC[C@H](NC(=O)c1cccc([N+](=O)[O-])c1C)c1nc2ccccc2[nH]1,110,111,0.1,109,102,2,111,112
COC(=O)C(Cc1ccccc1)OS(N)(=O)=O (configuration not stated),87,100,-0.1,93,126,-2,86,87
O=C(O)c1cnn(-c2ccccc2)c1-c1ccccc1,99,100,0.0,96,104,10,92,102
CCOC(=O)CNC(=O)N(CCOC)CC1CCCN(C2Cc3ccccc3C2)C1 (configuration not stated),140,94,-0.2,104,84,6,98,104
CCC(C)n1c(S(=O)(=O)O)nc2ccccc21 (configuration not stated),98,101,-0.2,96,96,6,98,97
CCN(CC)c1nc(N2CCN(CCO)CC2)nc2ccccc12,96,99,0.1,99,84,4,100,91
O=C(NC1CCCCCCC1)c1ccccc1O,109,77,0.1,106,109,8,91,101
O=S1(=O)N=C(N(Cc2cccs2)c2ccc(O)cc2)c2ccccc21,96,107,0.0,96,111,1,95,93
COc1ccc(NC(=O)c2cc(S(=O)(=O)N3CCOCC3)cn2C)cc1Cl,93,92,-0.1,94,91,6,99,92
O=C1CC(c2ccsc2)c2ccc3ccccc3c2N1 (configuration not stated),115,121,-0.2,101,110,0,106,109
COc1ccc(CCNC(=O)CSc2nnnn2-c2ccc(OC)c(OC)c2)cc1OC,99,106,-0.2,83,114,2,79,96

As entered above:
RPL19A-GFP yeast result of O=C(O)c1cnn(-c2ccccc2)c1-c1ccccc1 stands at 96
LAP4-GFP MLPCN result of CCOC(=O)CNC(=O)N(CCOC)CC1CCCN(C2Cc3ccccc3C2)C1 (configuration not stated) stands at 84
CR mimetic SO result of CCC(C)n1c(S(=O)(=O)O)nc2ccccc21 (configuration not stated) stands at 101
MEP2 TOR yeast result of COc1ccc(CCNC(=O)CSc2nnnn2-c2ccc(OC)c(OC)c2)cc1OC stands at 96

Record cards (already shown). Order of screens: AGP1 TOR yeast, CR mimetic SO, Efflux pump inh, RPL19A-GFP yeast, LAP4-GFP MLPCN, AHR activator, CIT2 TOR yeast, MEP2 TOR yeast
COc1ccc(NC2CC(=O)N(CCc3ccccc3)C2=O)cc1 (configuration not stated) across the screens: 90, 79, 0.1, 93, 92, 1, 91, 93
COc1ccc(CCNC(=O)CSc2nnnn2-c2ccc(OC)c(OC)c2)cc1OC across the screens: 99, 106, -0.2, 83, 114, 2, 79, 96

Not a hit list; any-hit rate near 3.9%.
